A549 tox: kills or reduces viability of A549 cells in Nrf2 counter-screen; A549 ARE-Fluc cells, CellTiter-Fluor viability, 18-24 h; actives 0.16% (n = 390,000); Potency, µM (highest dose often 46 µM), for inactives: at the top dose activity change, negative = cytotoxicity, usual class: inhibitors; AID 504648; further: on the % scale 0 is the no-effect control and ±100 the full control effect
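Cytotoxicity counterscreen: CellTiter-Fluor fluorescence was measured in A549 ARE_Fluc cells after 18-24 h of compound exposure in a concentration series. The subsequent BugLite luminescent read reports ARE-luciferase activity.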
Nrf2 inh: inhibitors of Nrf2 signaling. A549 ARE-Fluc reporter, luciferase luminescence, 18-24 h. Potency, µM (titrated, usually from 46 µM), inactives show at the top dose activity change, negative = inhibition, actives largely listed as inhibitors. actives 2.1% (n = 360,000). AID 504444; further: on the % scale 0 is the no-effect control and ±100 the full control effect; nearly all actives have a fitted effect of over 60% in size
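Nrf2 function is reported as luminescence of an ARE-controlled luciferase in A549 cells. Compounds were tested at several concentrations, and a CellTiter-Fluor read on the same wells flagged cytotoxicity.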
ATXN viability: cell viability loss in ATXN counter-screen | actives 0.49% (n = 400,000) | S2 cells (HEK-293 line with an ATXN2-luciferase reporter) viability, CellTiter-Fluor protease fluorescence, 24 h | Potency, µM (doses to about 56.7 µM), hits mostly cytotoxic; further: nearly all actives have a fitted effect of over 40% in size
EPAC2 antagonist: blocks human EPAC2 exchange factor; Potency, µM (highest dose often 114 µM), without a hit: at the highest dose activity, negative = inhibition, hits mostly inhibitors; actives 0.18% (n = 360,000); EPAC2 GEF exchange of Rap1B-BODIPY-GDP, fluorescence; AID 720708; further: on the % scale 0 is the no-effect control and ±100 the full control effect; nearly all actives have a fitted effect of over 45% in size; many of its hits are not listed in these tables
Target sequence (Q8WZA2 whole entry, looked up): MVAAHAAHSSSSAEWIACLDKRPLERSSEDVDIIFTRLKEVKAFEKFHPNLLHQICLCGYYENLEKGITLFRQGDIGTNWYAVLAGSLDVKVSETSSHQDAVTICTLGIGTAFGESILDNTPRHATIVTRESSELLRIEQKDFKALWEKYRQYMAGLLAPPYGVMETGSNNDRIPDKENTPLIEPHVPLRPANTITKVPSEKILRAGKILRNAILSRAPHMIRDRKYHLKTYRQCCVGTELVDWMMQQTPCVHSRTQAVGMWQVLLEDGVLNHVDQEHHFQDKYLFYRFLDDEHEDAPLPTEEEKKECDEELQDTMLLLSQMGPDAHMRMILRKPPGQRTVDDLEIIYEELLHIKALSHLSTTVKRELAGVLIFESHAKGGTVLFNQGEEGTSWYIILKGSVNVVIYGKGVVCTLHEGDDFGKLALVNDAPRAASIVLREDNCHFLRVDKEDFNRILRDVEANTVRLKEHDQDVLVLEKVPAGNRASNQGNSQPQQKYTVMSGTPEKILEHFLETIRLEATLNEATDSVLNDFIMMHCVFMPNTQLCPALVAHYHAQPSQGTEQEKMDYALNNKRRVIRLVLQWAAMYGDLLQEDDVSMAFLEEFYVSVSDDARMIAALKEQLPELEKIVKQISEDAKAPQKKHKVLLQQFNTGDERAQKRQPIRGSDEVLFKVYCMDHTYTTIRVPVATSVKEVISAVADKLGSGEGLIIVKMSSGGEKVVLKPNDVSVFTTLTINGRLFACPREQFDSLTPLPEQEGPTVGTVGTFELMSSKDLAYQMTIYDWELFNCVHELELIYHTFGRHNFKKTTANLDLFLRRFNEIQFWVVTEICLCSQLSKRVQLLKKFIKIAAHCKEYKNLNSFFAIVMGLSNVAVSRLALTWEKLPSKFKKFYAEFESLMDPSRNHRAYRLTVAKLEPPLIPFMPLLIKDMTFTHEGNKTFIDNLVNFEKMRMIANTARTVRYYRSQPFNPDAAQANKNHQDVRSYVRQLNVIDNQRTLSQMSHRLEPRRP
Nrf2 ARE act: Nrf2 pathway activation; AREc32 ARE-luciferase reporter (MCF7-derived line), luminescence, 24 h; AID 624171; actives 0.31% (n = 410,000); Potency, µM (series often up to 46.1 µM), without a hit: at the top dose activation, actives largely listed as activators; further: % of control where 0% means no effect; nearly all actives have a fitted effect of over 65% in size
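ARE activation measured as luciferase luminescence (Steady-Glo, 30 min RT) in AREc32_Fluc cells after 24 hr compound exposure at 37 deg C, 5% CO2; cells seeded overnight at 1000/well in OPTI-MEM, 5% FBS.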
TGFb SMAD3 inh: TGF-b pathway inhibition. HepG2 CAGA-GFP TGF-b/SMAD3 reporter, GFP fluorescence, 18 h; TGF-beta stimulated, 500 pg/mL final. Potency, µM (series often up to 46.1 µM), for inactives: at the top dose activity, negative = inhibition, hits mostly inhibitors. actives 1.2% (n = 410,000); further: on the % scale 0 is the no-effect control and ±100 the full control effect; nearly all actives have a fitted effect of over 65% in size
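Inhibition was scored as loss of TGF-beta-induced (500 pg/mL final, 18 hours, 37 degrees C) GFP in HEPG2 cells carrying a CAGA-GFP reporter, in DMEM with 1% FBS. Well GFP was summed per cell; Activity was normalised to unstimulated and stimulated DMSO wells, then concentration-response fitting.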
HepG2 viability: counter-screen for TGF-b inhibitors: cytotoxicity in HepG2 cells | HepG2 CAGA-GFP viability, ATP luminescence, 18 h | Potency, µM (titrated, usually from 46.1 µM), for the others: at the highest dose activity change, negative = cytotoxicity, most hits filed as cytotoxic | actives 0.76% (n = 410,000) | AID 588856; further: some results filed as inactive show a strong effect at the top dose
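CellTiter-Glo luminescence gave cytotoxicity after 18 hours at 37 degrees C. The cells were HepG2 CAGA-GFP in 1% FBS DMEM, stimulated with 500 pg/mL TGF-beta after compound addition. %Activity was normalised to no-cell wells (complete cell-killing) and DMSO (no toxicity), and curves were fitted and classified.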
ATXN2 expr inh: reduces ATXN2 reporter expression in HEK-293 cells | HEK-293 ATXN2-luciferase reporter, luminescence, 24 h | AID 1745845 | actives 0.72% (n = 360,000) | Potency, µM (doses to about 57 µM), without a hit: at the top dose activity change, negative = inhibition, usual class: inhibitors; further: on the % scale 0 is the no-effect control and ±100 the full control effect; nearly all actives have a fitted effect of over 55% in size
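ATXN2-luciferase reporter cells (luciferase flanked by upstream and downstream ATXN2 gene portions) were treated 24 h at 37 °C with compounds at up to 57 uM. SteadyGlo luminescence gave expression; GF-AFC fluorescence gave viability.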
MCF10A rerep: induces DNA re-replication in MCF 10a normal breast cells; Potency, µM (highest dose often 46.1 µM), inactives show at the highest dose activity, positive = re-replication, usual class: activators; actives 2.9% (n = 350,000); MCF 10A DNA re-replication, Hoechst nuclear intensity, 48 h; further: % of control where 0% means no effect; nearly all actives have a fitted effect of over 50% in size
The depositor's hits bear a star; i = inactive; u = inconclusive; x = not tested or not shown; & = joins results of further samples; [ ] = another dose, or the depositor's remark. The call rests on the fitted dose curve; in most records, active means well fitted curve in the direction sought with a large enough effect; inconclusive means small, poorly fitted or top-dose-only effect, or another doubt; inactive means no such curve, though single readings can be large; an effect the other way counts as inactive or inconclusive. Potency means the concentration at half of the fitted maximal effect.

SMILES	A549 tox	Nrf2 inh	ATXN viability	EPAC2 antagonist	Nrf2 ARE act	TGFb SMAD3 inh	HepG2 viability	ATXN2 expr inh	MCF10A rerep
COc1ccc(NS(=O)(=O)Cc2ccccc2)cc1OC	1%	8%	i	5%	0.4%	7%	3%	6%	-1%
Cc1cc2ccccc2n1CCNC(=O)c1cccc(Cl)c1	1%	u	i	x	0.1%	-11%	-21%	7%	x
Cc1ccc(C(=O)O/N=C/c2c(C(F)(F)F)nn(C)c2Sc2ccc(Cl)cc2)cc1	1%	u	i	4%	-0.7%	0%	-6%	-29%	14%
CC(C)(C)OC(=O)N/N=C\c1ccc([N+](=O)[O-])s1	-7%	-13%	i	-3%	11%	-20%	-13%	-10%	-26%
O=C(NCc1ccccn1)c1nc(-c2cccs2)no1	8%	16%	i	2%	0.0%	-9%	1%	10%	1%
COc1cc(OC)c([N+](=O)[O-])cc1/C=N/NC(=O)c1ccncc1	-4%	-26%	u	-12%	3.8%	2%	7%	x	-1%
CCCCCc1nnc(NC(=O)C(=O)OCC)s1	0%	4%	i	6%	-0.7%	35%[activator]	4%	3%	23%
Cc1nc2ccccn2c1C(=O)c1ccccc1	-4%	-13%	i	0%[57.1 µM]	0.4%	0%	3%	9%	2%
COc1cccc(C(=O)NC2CC3CCC(C2)N3Cc2ccccc2)c1 (configuration not stated)	1%	8%	u	8%	-0.9%	27%	1%	x	3%
COc1cc(CN2CCN(Cc3ccc(C)cc3)C(CCO)C2)ccc1O (configuration not stated)	-7%	-5%	i	-5%	-0.1%	0%	3%	-24%	-5%
COc1ccc(CNC(=O)c2cc(-c3cccc(Cl)c3)on2)cc1	2%	4%	u	x	u	-25%	-34%	-16%	x
COc1ccccc1N1CCN(S(=O)(=O)c2ccc(Br)s2)CC1	11%	x	i	5%	-0.8%	-5%	2%	15%	20%
CCOC(=O)c1ccc(NC(=O)CSc2nnc(CNC(=O)c3c(F)cccc3Cl)o2)cc1	-4%	u	i	-6%	-0.3%	0%	2%	-16%	-2%
CC(Oc1ccccc1)C(=O)Nc1c(C(=O)Nc2cccc(F)c2)oc2ccccc12 (configuration not stated)	2%	7%	i	x	-0.7%	16%	12%	13%	x
COc1ccc(Cl)cc1NC(=O)CCN1CCN(Cc2ccccc2)CC1	-10%	-11%	i	-6%	0.6%	-27%	-19%	-23%	u
Cc1cccc(C(C)C)c1NC(=O)CSc1ncnc2[nH]ncc12	1%	-28%	i	-16%	-0.8%	0%	-8%	-8%	5%
Cc1ccc(C)c(N2CCN(C(=O)c3c4c(nc5ccccc35)C(=O)N(C3CCCCC3)C4)CC2)c1	-18%	u	x	x	2.5%	-1%	-1%	x	x
O=C1CN(S(=O)(=O)c2ccccc2C(F)(F)F)CCN1	1%	-15%	i	-1%	0.6%	23%	4%	-21%	2%
CCOCCCNC(=O)C1CCC(CNS(=O)(=O)c2ccc(NC(C)=O)cc2)CC1 (configuration not stated)	7%	x	x	x	-0.7%	0%	6%	x	x
COc1ccc(N)c2c1OCCC2=O	-3%	14%	i	22%	-0.3%	12%	8%	9%	-73%[inhibitor]
COc1c(Cl)cc(Cl)cc1C(=O)Nc1ccc(CN2CCOCC2)cc1	7%	2%	i	5%	-0.5%	-14%	-17%	0%	u
Cc1ccc(-n2cc3ccc([N+](=O)[O-])cc3n2)cc1	3%	u	u	5%	u	-11%	-69%	0%	u
Cc1ccc(S(=O)(=O)N(C)c2ccc(OC(=O)CN3C(=O)NC(C)(c4ccccc4)C3=O)cc2)cc1C (configuration not stated)	4%	u	i	3%	-1.1%	-12%	7%	6%	3%
N#CCCn1c(SCC(=O)NCC2CCCO2)nc2ccccc21 (configuration not stated)	-13%	-23%	i	2%	-0.7%	11%	1%	1%	-8%
O=C(Nc1ccc(C(=O)N2CCC(N3CCOCC3)CC2)cc1)c1ccc(Br)o1	-1%	2%	i	6%	-0.1%	10%	-5%	3%	-1%
Cc1cc(C)c(C)c(/C=C(/C#N)C(N)=S)c1C	-6%	u	i	5%	-0.3%	u	-16%	-1%	u
O=C(CNS(=O)(=O)c1ccccc1)Nc1ccccc1Br	2%	9%	i	-5%	1.9%	-1%	-49%	2%	-2%
CC(=O)Nc1ccc(NC(=O)[C@H](C)NC(=O)c2ccco2)cc1	-6%	-4%	i	1%	0.2%	-1%	-1%	1%	-5%
Clc1ccc(-c2noc(CN3CCOCC3)n2)cc1	0%	u	i	6%	3.9%	7%	15%	40%[activator]	2%
Cc1ccc(S(=O)(=O)N2CCC[C@H]2C(=O)OCC(=O)N2CCc3ccccc32)cc1	4%	20%	i	2%	-0.4%	4%	0%	-2%	1%
COc1ccccc1N1C(=O)CC(Nc2ccc(N3CCOCC3)cc2)C1=O (configuration not stated)	-3%	-1%	u	7%	-0.2%	6%	-1%	-3%	1%
CNS(=O)(=O)c1cc(NC(=O)c2cccc3cccnc23)ccc1C	-6%	17%	i	7%	15%	-4%	-8%	13%	16%
COc1cc2c(cc1[N+](=O)[O-])-c1ccc([N+](=O)[O-])cc1C2=NO	x	x	i	-9%	7.3%	-4%	-7%	x	x
CCn1c(COc2ccccc2C)nnc1SCC(=O)NC1CCCC1	-1%	u	i	-3%	-0.3%	12%	-11%	-9%	u
CCN(CC)C(=O)CSc1cn(CC(=O)N2CCCCCC2)c2ccccc12	-1%	12%	x	x	0.3%	0%	-14%	x	x
Fc1ccc(C(c2nnnn2CCc2ccccc2)N2CCCc3ccccc32)cc1 (configuration not stated)	-15%	u	i	4%	-0.2%	1%	-15%	-15%	u
CC1(C(=O)NCc2cccc3ccccc23)CCN1CCc1ccccc1 (configuration not stated)	x	x	u	u	4.0%	u	-40%	u	x
CCc1ccc(C(=O)/C=C/Nc2ccc(S(=O)(=O)Nc3cnc4ccccc4n3)cc2)cc1	-1%&0%	-4%&-5%	i	4%&3%	-0.6%&0.8%	19%&-26%	0%&-11%	4%	9%&0%
O=C(c1cccc(F)c1)N1CCC(N2CCOCC2)CC1	2%	x	i	0%	-0.3%	0%	2%	-9%	1%
Cc1ccc(-n2c(N)c(C(=O)N3CCOCC3)sc2=S)c(C)c1	15%	19%	i	-5%	0.2%	-3%	-1%	-2%	u
CC(C)CN(C(=O)C1COc2ccccc2O1)c1c(N)n(CC(C)C)c(=O)[nH]c1=O (configuration not stated)	0%	4%	i	0%	-0.6%	5%	3%	3%	-1%
COc1ccc(C2N(S(=O)(=O)c3ccc(C)cc3)CCN2S(=O)(=O)c2ccc(C)cc2)cc1	0%	-12%	x	-7%	-0.7%	-9%	-8%	x	7%
CCOC(=O)c1cccc(N2CC3CNC(=O)C2(C(=O)OC)N3C)c1 (configuration not stated)	-1%	-7%	i	10%	-1.0%	-16%	1%	7%	-11%
COc1ccc2c(-c3ccccc3)cc(SCC(=O)NC3CCS(=O)(=O)C3)nc2c1 (configuration not stated)	-5%	u	i	-16%	-0.2%	u	-1%	-29%	1%
O=S1(=O)CCO[C@H]2Cc3ccccc3[C@H]2N1Cc1ccc(F)cc1	1%	-5%	i	-2%	-0.2%	u	-2%&-40%	-8%	-41%[inhibitor]

Full records, looked up by structure. Screens in order: A549 tox | Nrf2 inh | ATXN viability | EPAC2 antagonist | Nrf2 ARE act | TGFb SMAD3 inh | HepG2 viability | ATXN2 expr inh | MCF10A rerep
`CCn1c(COc2ccccc2C)nnc1SCC(=O)NC1CCCC1` is listed with -1% | u | i | -3% | -0.3% | 12% | -11% | -9% | u
`CNS(=O)(=O)c1cc(NC(=O)c2cccc3cccnc23)ccc1C` is listed with -6% | 17% | i | 7% | 15% | -4% | -8% | 13% | 16%
`COc1ccccc1N1C(=O)CC(Nc2ccc(N3CCOCC3)cc2)C1=O` (configuration not stated) is listed with -3% | -1% | u | 7% | -0.2% | 6% | -1% | -3% | 1%
`CC1(C(=O)NCc2cccc3ccccc23)CCN1CCc1ccccc1` (configuration not stated) is listed with x | x | u | u | 4.0% | u | -40% | u | x
`O=S1(=O)CCO[C@H]2Cc3ccccc3[C@H]2N1Cc1ccc(F)cc1` is listed with 1% | -5% | i | -2% | -0.2% | u | -2%&-40% | -8% | -41%[inhibitor]

Additional entries follow.
SMILES	A549 tox	Nrf2 inh	ATXN viability	EPAC2 antagonist	Nrf2 ARE act	TGFb SMAD3 inh	HepG2 viability	ATXN2 expr inh	MCF10A rerep
O=C(NN1CCOCC1)c1sc2cccc(F)c2c1Cl	0%	-3%	i	-2%	1.3%	8%	3%	0%	-1%
N#Cc1ccccc1NC(=O)Cn1cnc2onc(-c3cccc(F)c3)c2c1=O	6%	x	i	x	-0.7%	-18%	-11%	-5%	x
CCN1CCN(c2ccc(S(=O)(=O)N3CCCCC3)cc2NC(=O)c2ccc(C)c(C)c2)CC1	u	u	i	-7%	-0.6%	-6%	-12%	x	0%
Cc1cc(C)c2c(N)c(C(=O)c3ccccc3)oc2n1	-7%	2%	i	0%	0.0%	-4%	53%	31%	u
Cc1ccc(OCC(=O)NNC(=O)CSc2ncc(C#N)c(N)n2)cc1	-5%	0%	i	13%	2.8%	-5%	-25%	-7%	-11%
CCc1noc(C)c1C(=O)N1CCN(c2cccc(C)c2C)CC1	-6%	u	i	-1%	-0.6%	-15%	0%	-3%	16%
CCC/C(O)=C1\C(=O)CC(c2ccccc2)CC1=NC (configuration not stated)	1%	6%	i	0%	-1.0%	10%	6%	6%	8%
O=C(NC(=S)Nc1ccccc1[N+](=O)[O-])c1ccco1	1%	u	i	3%	7.0%[9.22 µM]	0%	3%	11%	-13%
O=C(Cc1nnc(NC(=O)c2ccccc2)s1)N/N=C/c1ccco1	1%	10%	i	11%	u	0%	-19%	0%	3%
Cc1cc(NC(=O)CCc2ccc(-c3ccccc3)o2)no1	3%	-2%	i	6%	-0.2%	20%	-4%	5%	u
CC1=C(C(=O)NC2CCC(C)CC2)C2(CCC(C)CC2)OC1=O (configuration not stated)	3%	u	i	4%	0.4%	11%	2%	1%	0%
CCCCN(C(=O)CSc1nnc(Nc2ccc(C)c(C)c2)s1)c1c(N)n(Cc2ccccc2)c(=O)[nH]c1=O	-3%	27%	i	4%	13%	u	-19%	51%[activator]	u
O=C(NCCCN1CCCC1)c1cccc(N2CCCC2=O)c1	-9%	-4%	i	-6%	-0.3%	u	-7%	-21%	12%

An excerpt; count on the stated rates, not on these rows.
